ANO1 block – TMEM16A chloride channel inhibitors, primary screen, cell-based, HTS; Anoctamin-1 (Mus musculus), Q8BHY3; HEK293 TMEM16A/YFP iodide influx fluorescence, ionomycin; normalized B-score (activity score, 25-100; higher = stronger inhibition) at 10 µM; hit rate 1.2% among 310,000;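 active = ratio plate-corrected score three or more library SD toward inhibition, starting fluorescence score within five deviations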;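 note: score derived from kinetic fluorescence span divided by baseline fluorescence per well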
TRPC4 agonist – activators of mouse TRPC4 channel, primary screen, Fluo4 calcium, HEK293 TRPC4beta/mu-opioid cells; Short transient receptor potential channel 4 (Mus musculus), Q9QUQ5; Fluo4 calcium fluorescence; active compounds read high; B-score at 10 µM; hit rate 0.49% among 310,000;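 active = B-score above 5 SD of library B-scores, and initial fluorescence ratio not above library mean plus 5 SD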;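 note: positive B-score marks a calcium rise read as TRPC4 activation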
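system = HEK293 cells stably co-expressing mouse TRPC4beta and mu-opioid receptor | schedule = Fluo4 dye loading 45 min at room temperature, 110 s recording | measure = B-scored integrated calcium fluorescence ratio | signal = Fluo4 calcium-sensitive dye fluorescence, kinetic, 1 Hz baseline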
TRPC6 inh – mouse TRPC6 channel inhibitors, primary screen, cell-based, HEK293, membrane potential dye. Short transient receptor potential channel 6 (Mus musculus), Q61143. ACh-evoked depolarization; active compounds read low. B-score at 10 µM. hit rate 1.1% among 310,000;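 active = B-score under library mean minus 3 SD, initial fluorescence not abnormally high, positive integrated signal ratio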;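 note: B-score derived from integrated fluorescence ratio over the kinetic read; more negative B-score means stronger inhibition of depolarization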
MrgX1 PAM – positive allosteric modulators of MrgX1, primary screen, HEK293 cells, Fluo-4 calcium flux | B-score at 10 µM | FDSS; active compounds read high | hit rate 0.63% among 310,000 | AID 588675, 2011;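 active = plate-corrected calcium response at least 3 library SD above typical, normal starting fluorescence, not activating the receptor alone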;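 note: compound read alongside a low EC10 to EC30 dose of BAM8-22 agonist; peak minus trough fluorescence over baseline measured at the second addition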
Target sequence (Q96LB2 whole entry, looked up): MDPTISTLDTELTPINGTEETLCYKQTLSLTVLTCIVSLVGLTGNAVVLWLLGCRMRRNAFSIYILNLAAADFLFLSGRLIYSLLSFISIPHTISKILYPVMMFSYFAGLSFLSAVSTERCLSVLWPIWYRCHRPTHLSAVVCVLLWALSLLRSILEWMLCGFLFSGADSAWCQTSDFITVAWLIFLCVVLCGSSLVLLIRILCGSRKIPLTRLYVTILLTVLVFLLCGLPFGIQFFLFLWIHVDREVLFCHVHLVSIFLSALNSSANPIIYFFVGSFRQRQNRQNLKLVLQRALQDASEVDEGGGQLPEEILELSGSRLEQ
TRPC4 block – inhibitors of mouse TRPC4 channel, primary screen, Fluo4 calcium, HEK293 TRPC4beta/mu-opioid cells | DAMGO-evoked Fluo4 calcium flux; active compounds read low | hit rate 0.39% among 300,000 | B-score at 10 µM;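 active = B-score over 3 SD under the library average, no early fluorescence shift, positive overall ratio signal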
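Assay system: TRPC4beta/mu-opioid receptor HEK293 cell line; compound dosing: single concentration per test compound; detection: Fluo4 Ca2+ flux fluorescence; evaluation: per-well B score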
MrgX1 agonist – agonists of human MrgX1 receptor, primary screen, HEK293 cells, Fluo-4 calcium flux; Mas-related G-protein coupled receptor member X1 (Homo sapiens), Q96LB2; Fluo-4 calcium fluorescence, agonist mode; active compounds read high; B-score at 10 µM; hit rate 0.44% among 310,000; AID 588627, 2011;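 active = calcium response B-score plate-corrected fluorescence ratio at least 3 library SD, with starting fluorescence B-score inside 5 SD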
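Material – MrgX1-expressing HEK293 cells · Input – 15,000 cells seeded per well · Dosing – compound as first of three additions · Times – overnight seeding, then 1 h dark dye loading · Measured by – kinetic Fluo-4 NW fluorescence of intracellular calcium · Read-out – B-scored fluorescence response ratio · Benchmarks – positive and negative control wells on each plate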
TRPC6 act – mouse TRPC6 channel activators, primary screen, cell-based, HEK293, membrane potential dye. Short transient receptor potential channel 6 (Mus musculus), Q61143. HEK293-TRPC6 membrane potential dye fluorescence; active compounds read high. B-score at 10 µM. hit rate 0.13% among 310,000. AID 2550, 2010;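 active = B-score of the integrated fluorescence ratio above library mean plus 3 SD, and starting fluorescence ratio within library mean plus 5 SD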;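 note: higher score means more depolarization so channel activation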
RGS4 block – RGS4 inhibitors, primary screen, cell-based, HEK293 M3R inducible RGS4, calcium flux | hit rate 0.45% among 310,000 | B-score at 10 µM | Fluo-4 calcium flux; active compounds read high; triggered by carbachol at its EC20;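 active = B-score, a plate-corrected calcium signal, over three deviations above library mean, with baseline fluorescence within five deviations of library mean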;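 note: RGS4 expression induced by doxycycline in cells with stable M3 receptor; B-score is computed from the integrated fluorescence ratio over baseline after carbachol; higher B-score means a larger calcium signal and so more RGS4 inhibition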
Target sequence (P49798 whole entry, looked up): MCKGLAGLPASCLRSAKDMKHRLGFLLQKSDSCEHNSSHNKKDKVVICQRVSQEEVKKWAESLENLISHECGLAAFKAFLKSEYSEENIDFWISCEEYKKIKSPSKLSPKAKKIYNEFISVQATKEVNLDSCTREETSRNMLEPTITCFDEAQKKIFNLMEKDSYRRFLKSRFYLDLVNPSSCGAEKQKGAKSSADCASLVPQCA
TRPC4 potent – positive allosteric modulators of TRPC4, primary screen, cell-based, mouse TRPC4beta, HEK293 mu-opioid, Fluo-4 calcium | DAMGO EC20, Fluo-4 Ca2+ flux; active compounds read high | B-score at 10 µM | Short transient receptor potential channel 4 (Mus musculus), Q9QUQ5 | AID 2227, 2009 | hit rate 0.42% among 310,000;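 active = B-score of calcium response area above 5 SD of library B-scores, with initial fluorescence ratio within 5 SD of library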;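 note: B-score of integrated fluorescence ratio over time as area under calcium response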
MrgX1 antagonist – antagonists of human MrgX1 receptor, primary screen, HEK293 cells, Fluo-4 calcium flux | Mas-related G-protein coupled receptor member X1 (Homo sapiens), Q96LB2 | BAM8-22 antagonism; active compounds read low | B-score at 10 µM | hit rate 1.3% among 310,000 | AID 588676, 2011;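 active = calcium-response B-score plate-corrected more than 3 library SD below zero, starting fluorescence within 5 deviations, no agonist response on first addition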;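 note: peak minus trough fluorescence over baseline after final BAM8-22 challenge near maximal dose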
ANO1 activ – TMEM16A chloride channel activators or potentiators, primary screen, cell-based, HTS; Anoctamin-1 (Mus musculus), Q8BHY3; HEK293 TMEM16A/YFP-H148Q/I152L, iodide quench fluorescence; active compounds read low; B-score at 10 µM; hit rate 0.3% among 340,000; AID 623877, 2012;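 active = fluorescence-ratio B-score plate-corrected deviation score at least 3 library SD below zero, with starting fluorescence score within 5 deviations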;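 note: channel opened by trigger with iodide after compound preincubation; score built on the fluorescence ratio of max minus min over baseline; more negative score means more quench and so TMEM16A activation or potentiation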
Numbers without * were called inactive; i = inactive; . = no result given.

Molecule	ANO1 block	TRPC4 agonist	TRPC6 inh	MrgX1 PAM	TRPC4 block	MrgX1 agonist	TRPC6 act	RGS4 block	TRPC4 potent	MrgX1 antagonist	ANO1 activ
COc1cccc(-c2cc(C(=O)N/N=C/c3ccc(OC)c(COC(C)=O)c3)c3ccccc3n2)c1	i	i	i	i	i	i	i	i	i	-7.49*	i
COc1ccc(N(C(=O)c2cccnc2)S(=O)(=O)c2cccs2)cc1	i	i	i	i	i	i	i	i	i	i	i
CCOc1ccc(NC(=O)CN(c2ccc(C)cc2)S(=O)(=O)c2c(C)nn(C)c2C)cc1	i	i	i	i	i	i	i	i	i	i	i
Cc1cc(=O)[nH]c(N/N=C/c2cccc([N+](=O)[O-])c2)n1	i	i	i	i	i	i	i	i	i	i	.
COc1ccccc1N(C(=O)NCc1ccccc1)C1=NCC(C)S1 (stereo not given)	i	i	i	i	i	i	i	i	i	i	i
COC(=O)C1=C(C(=O)OC)C(c2cc([N+](=O)[O-])ccc2O)c2sc(=O)[nH]c2S1 (stereo not given)	i	i	i	i	i	i	i	i	i	i	i
CC(=O)/C=C1\N(C)c2ccc(C)cc2C1(C)C	i	i	i	i	i	i	i	i	i	i	i
COc1ccc(NC(=O)CSc2nc(C)cs2)cc1OC	i	i	i	i	i	i	i	i	i	i	i
O=C(Nc1nc(-c2ccc(S(=O)(=O)N3CCCC3)cc2)cs1)C1COc2ccccc2O1 (stereo not given)	i	i	i	i	i	i	i	i	i	i	i
CC(=O)Nc1c(O)[nH]c2ccccc12	i	i	i	i	i	i	i	i	i	i	i
COc1ccccc1N1CCN(c2cc(N3CCCC3)nc(C)n2)CC1	i	i	i	i	i	i	i	i	i	i	i
O=S(=O)(c1cnc(Cl)c(Cl)c1)N1CCCc2ccccc21	i	i	i	i	i	i	i	i	i	i	i
CC(C)NC(=O)NC(=O)COC(=O)c1ccccc1F	i	i	i	i	i	i	i	i	i	i	i
COC/C=C/C1=CC2=CC(=O)C(C)(OC(=O)c3cnc4ccccc4n3)C(=O)C2=CN1Cc1ccc(OC)cc1 (stereo not given)	i	i	i	i	i	i	i	i	i	i	i
O=S(=O)(c1cccc(-c2nnco2)c1)N1CCOCC1	i	i	i	i	i	i	i	i	i	i	i
O=C(CN1C(=O)/C(=C/c2ccccc2)SC1=S)N1CCN(CCc2ccccn2)CC1	i	i	i	i	i	i	i	i	i	i	i
COc1ccc(NC(=O)C2CCC(=O)N2S(=O)(=O)c2ccc(C)cc2)cc1Cl (stereo not given)	i	i	i	i	i	i	i	i	i	i	i
CC1(C)C(=O)C2(C(=O)NCc3ccccc3)CCC1C2 (stereo not given)	i	i	i	i	i	i	i	i	i	i	i
O=C(CCOc1ccccc1)Nc1cccc([N+](=O)[O-])c1	i	i	i	i	i	i	i	i	i	i	i
COc1cc(C(=O)NCCc2cn3ccccc3n2)cc(OC)c1OC	i	i	i	i	i	i	i	i	i	i	i
c1ccc(Cn2ncc3c(N4CCCCC4)ncnc32)cc1	i	i	i	i	i	i	i	i	i	i	i
O=C(Cc1ccc(Cl)cc1)NCCc1ccc(F)cc1	i	i	i	i	i	i	i	i	i	i	i
CN(C)C1=NCC(CSC(=N)N)S1 (stereo not given)	i	i	i	i	i	i	i	i	i	i	i
O=C(Cc1cccs1)Nc1ccccc1F	i	i	i	i	i	i	i	i	i	i	i
Cc1ccc(NC(=O)c2cccc(NC3=NC4CS(=O)(=O)CC4S3)c2)cc1 (stereo not given)	i	i	i	i	i	i	i	i	i	i	i
COC(C[C@H](O)CC(=O)[C@@H](C)OCc1ccccc1)OC	i	i	i	i	i	i	i	i	i	i	i
COc1cccc(NS(=O)(=O)c2ccc3c(c2)CCCN3C(C)=O)c1	i	i	i	i	i	i	i	i	i	i	i
CC(C)(C)c1ccc(NC(=O)COC(=O)C2(C)CC2(Cl)Cl)cc1 (stereo not given)	i	i	i	i	i	i	i	i	i	i	i
C=CCNC(=S)NNC(=O)COc1ccc(Cl)cc1Cl	i	i	i	i	i	i	i	i	i	i	i
C=CCc1ccc(OCCOc2cccc3ccc(C)nc23)c(OC)c1	i	i	i	i	.	i	i	i	i	i	i
C=CCOc1ccc(/C=N/O)cc1Cl	i	i	i	i	i	i	i	i	i	i	i
CC(=O)c1ccc(N2CCN(C(=O)c3ccc4ccccc4n3)CC2)cc1	i	i	i	i	i	i	i	i	i	i	i
O=C(CCCn1c(SCc2cc(=O)n3ccccc3n2)nc2ccccc2c1=O)NCC1CCCO1 (stereo not given)	i	i	i	i	i	i	i	i	i	i	i
Nc1ccc(Sc2cnn(-c3ccccc3)c(=O)c2Cl)cc1	i	i	i	i	i	i	i	i	i	i	i
CCCC(CCC)C(=O)Nc1c[nH]c(=O)[nH]c1=O	100*	i	i	i	i	i	i	i	i	i	i
CCNC(=O)/C(=C\c1ccc2c(c1)OCO2)NC(=O)c1ccc(Br)cc1	i	i	i	i	i	i	i	i	i	i	i
CCS(=O)(=O)N1CCC(C(=O)NCc2cc(OC)ccc2OC)CC1	i	i	i	i	i	i	i	i	i	i	i
Cc1cc(C(=O)CN2C(=O)C3CC=CCC3C2=O)c(C)n1-c1ccccc1 (stereo not given)	i	i	i	i	i	i	i	i	i	i	i
Cc1ccccc1CC(=O)NC1CCN(C)CC1	i	i	i	i	i	i	i	i	i	i	i
Cc1nn(Cc2ccc(Cl)cc2)c(C)c1N	i	i	i	i	i	i	i	i	i	i	i
Cc1ccc(Cn2c(SCC(=O)NCC3CCCO3)nc3c2c(=O)n(C)c(=O)n3C)cc1 (stereo not given)	i	i	i	i	i	i	i	i	i	i	i
C=CCc1c(C)nc2c(OC)cccc2c1Cl	i	i	i	i	i	i	i	i	i	i	i
CCOC(=O)c1c(C)nn(-c2ncccc2NC(=O)CCC(=O)O)c1C	i	i	i	i	i	i	i	i	i	i	i
COc1cccc(-n2c(CCn3nc(C)c([N+](=O)[O-])c3C)n[nH]c2=S)c1	i	i	i	i	i	i	i	i	i	i	i
Cc1cccc(CN2CCC(CNC(=O)CCNC(=O)Cn3ccc4ccccc4c3=O)CC2)c1	i	i	i	i	i	i	i	i	i	i	i
CC(NS(C)(=O)=O)C(c1cccs1)N1CCN(c2ccccc2)CC1 (stereo not given)	i	i	i	i	i	i	i	i	i	i	i
CC1(C)C2CC=C(/C=N/NC(=O)C3CC3)C1C2 (stereo not given)	i	i	i	i	i	i	i	i	i	i	i
O=C(NCc1ccncc1)C(=O)NCC(c1ccco1)N1CCN(c2ccccc2)CC1 (stereo not given)	i	i	i	i	i	i	i	i	i	i	i
COc1cc(S(=O)(=O)N(Cc2ccccn2)Cc2ccco2)ccc1-n1cnnn1	i	i	i	i	i	i	i	i	i	i	i
Cc1ccc(-n2cccn2)c([C@@H]2C[C@H]3CN(C)C(=O)[C@]34CCCN24)c1	i	i	i	i	i	i	i	i	i	i	i
O=[N+]([O-])c1ccc(N2CCN(C(=S)Nc3cccc(F)c3)CC2)cc1	i	i	i	i	i	i	i	i	i	i	i
Cc1ccc(S(=O)(=O)Nc2ccc3c(c2)nc(CCN2CCCC2)n3C)cc1	i	i	i	i	i	i	i	i	i	i	i
COc1ccc(Cl)cc1C(=O)NN=C1CCCC1	i	i	i	i	i	i	i	i	i	i	i
CCOC(=O)NC(=S)Nc1cccc(NC(=S)NC(=O)OCC)c1	i	i	i	i	i	i	i	i	i	i	i
Cc1cc(NC(=O)CSc2nnc(-c3ccco3)n2CC2CCCO2)no1 (stereo not given)	i	i	i	i	i	i	i	i	i	i	i
CC(=O)c1ccc(Nc2cc(C)nc3c(C)cccc23)cc1	i	i	-5.66*	i	i	i	i	i	i	i	i
COc1cccc(OC)c1C(=O)NCCN1CCN(C(=O)c2c(OC)cccc2OC)CC1	i	i	i	i	i	i	i	i	i	i	i
O=C(CNC(=O)N1CC(=O)Nc2ccccc21)Nc1nccs1	i	i	i	i	i	i	i	i	i	i	i
CCN1C(=O)N[C@@H](CCc2ccccc2)[C@@H](C(=O)OC)[C@H]1C	i	i	i	i	i	i	i	i	i	i	i
CN(Cc1ccc(-n2cccn2)cc1)C(=O)c1cnn2c1NC(c1ccco1)CC2C(F)(F)F (stereo not given)	.	i	i	.	i	.	i	i	i	.	i
O=C(/C=C/c1ccco1)NC(=S)Nc1nc(-c2ccc3ccccc3c2)cs1	i	i	i	i	i	i	i	i	i	-6.57*	i
CCn1cc(C(=O)N2CC(C)CC(C)C2)c(=O)c2cc(S(=O)(=O)N3CCOCC3)ccc21 (stereo not given)	i	i	i	i	i	i	i	i	i	i	i
C/C(=N\NC(=O)c1ccccc1O)c1ccc(NC(=O)Cc2ccccc2)cc1	i	i	i	i	i	i	i	i	i	i	i
